# Assay outcomes: PubChem BioAssay, National Center for Advancing Translational Sciences (NCATS)
# LmPK inhibitor: blocks Leishmania mexicana pyruvate kinase activity | AID 1721 | 0.37% of 290,000 active | Potency, µM (series often up to 57.5 µM), inactives show at the top dose activity change, negative = inhibition, actives largely listed as inhibitors | purified LmPK, Kinase-Glo ATP luminescence, 1 h | Q27686
# Target sequence (Q27686 whole entry, looked up): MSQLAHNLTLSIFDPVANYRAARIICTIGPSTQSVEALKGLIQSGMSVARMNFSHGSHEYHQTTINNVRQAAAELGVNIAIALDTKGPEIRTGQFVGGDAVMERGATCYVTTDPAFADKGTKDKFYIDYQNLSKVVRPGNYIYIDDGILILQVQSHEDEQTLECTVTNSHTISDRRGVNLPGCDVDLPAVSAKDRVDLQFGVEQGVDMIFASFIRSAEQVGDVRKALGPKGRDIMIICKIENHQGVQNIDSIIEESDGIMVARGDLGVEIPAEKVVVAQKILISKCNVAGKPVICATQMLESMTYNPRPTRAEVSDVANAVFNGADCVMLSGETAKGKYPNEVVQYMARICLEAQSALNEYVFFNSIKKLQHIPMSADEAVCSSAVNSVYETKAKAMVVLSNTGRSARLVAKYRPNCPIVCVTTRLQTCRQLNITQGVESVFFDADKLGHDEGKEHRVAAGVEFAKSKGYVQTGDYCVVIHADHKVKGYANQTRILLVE
#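 Purified LmPK (0.1 nM) converted ADP (0.1 mM) to ATP with PEP (0.5 mM) in imidazole buffer pH 7.2 with KCl and MgCl2, 1 h at room temperature. ATP was read by Kinase-Glo luminescence; data normalized to uninhibited and no-enzyme controls.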
# Pf growth 96h: P. falciparum growth inhibition at 96 hours | P. falciparum luciferase reporter growth, 96 h | Potency, µM (doses to about 28.7 µM), without a hit: top-dose activity change, negative = inhibition, hits mostly inhibitors | 6.9% of 320,000 active | AID 504834
#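 Parasite growth measured via integrated firefly luciferase reporter in P. falciparum. Infected erythrocytes at 2% hematocrit, 0.05% parasitemia final were treated 96 hours at 37 C under 5% CO2, and luminescence was read.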
# HCV inhibitor: blocks hepatitis C virus; AID 651820; Huh7.5.1 HCVcc-Cre infection, luciferase reporter, 44 h; 3.4% of 340,000 active; Potency, µM (titrated, usually from 41.8 µM), for the others: top-dose activity change, negative = inhibition, usual class: inhibitors
#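 Reporter virus HCVcc-Cre (~0.5 moi) infects cells exposed to compound; seeding density 1,000 cells/well with 4 h settling beforehand. Luminescence, 15 sec read, taken 44 h post-infection following a 15 min RT substrate incubation.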
# TbPYK inhibitor: T. brucei pyruvate kinase inhibition; TbPYK enzyme, Kinase-Glo Plus ATP luminescence, 45 min; Q57TT1; 0.12% of 410,000 active; Potency, µM (highest dose often 76.8 µM), for inactives: top-dose activity, negative = inhibition, actives largely listed as inhibitors; also: nearly all actives have a fitted effect of over 50% in size
#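 T. brucei PYK with substrate was exposed to pin-transferred compounds across a concentration series, then started with 130 uM ADP (final). After 45 min at room temperature, Kinase-Glo Plus luminescence was read, normalized and curve-fitted.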
# Sm TGR block: S. mansoni TGR enzyme inhibition | Q962Y6 | purified TGR, DTNB reduction, TNB absorbance 405 nm | Potency, µM (series often up to 114 µM), for the others: top-dose activity change, negative = inhibition, hits mostly inhibitors | 3% of 360,000 active; also: nearly all actives have a fitted effect of over 60% in size
#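 Kinetic colorimetric format: TGR-catalysed, NADPH-driven DTNB reduction monitored via TNB absorbance. Enzyme dispensed at 20 nM; compound exposure 15 min at room temperature before reaction start.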
# Pf growth 48h: inhibits P. falciparum growth in the first generation, 48 h | Potency, µM (doses to about 28.7 µM), inactives show at the top dose activity change, negative = inhibition, actives largely listed as inhibitors | 5.9% of 310,000 active | P. falciparum luciferase growth in erythrocytes, 48 h
#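 Erythrocytes infected with P. falciparum carrying an integrated firefly luciferase reporter (2% hematocrit, 0.1% parasitemia final) were exposed to compounds in RPMI 1640 with 0.5% Albumax at 37 C, 5% CO2. Growth inhibition was scored as reduced luminescence.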
# Starred values were filed as active, the others as inactive; ? = inconclusive; . = not tested or not shown; [ ] = remark or other dose. Calls follow the shape of the dose curve; as a rule, active = well fitted curve in the direction sought with a large enough effect; inconclusive = small, poorly fitted or top-dose-only effect, or another doubt; inactive = no such curve, though single readings can be large; an effect the other way counts as inactive or inconclusive. % is scaled to controls: 0 for no effect and ±100 for the full control effect; potency is read from the fitted curve at half-maximal effect.
SMILES,LmPK inhibitor,Pf growth 96h,HCV inhibitor,TbPYK inhibitor,Sm TGR block,Pf growth 48h
O=C(Cc1ccccc1)N1CCN(C2CCCCCC2)CC1,-1%,203%[activator],16%,0%,.,7%
COc1ccc(S(=O)(=O)N2CCN(Cc3cc(OC)c(OC)cc3OC)CC2)cc1,-1%,6%,-8%,-1%,5%,.
C/C(=N\NC(=O)c1c(Br)c(C)nn1C)c1ccc(NC(=O)C(C)Oc2ccc(Cl)cc2C)cc1 (configuration not stated),8%,3%,-6%,-2%,2%,1%
COc1ccccc1N1CCN(C(=O)C(Sc2ccccc2)c2ccccc2)CC1 (configuration not stated),-2%,7%,11µM*,-4%,0%,13µM*
O=C(C1=C(O)C(=O)N(CCN2CCOCC2)C1c1ccncc1)c1ccco1 (configuration not stated),-1%,134%[activator],14%,.,-29%,-1%
CCCCC(=O)Nc1ccc(C(=O)NCCc2ccccc2)cc1,0%,?,-7%,4%,-15%,13%
COc1cccc(C(=O)N2CCN(C3CCCCC3)CC2)c1,-1%,?,11%,-12%,-4%,51%[activator]
Cc1cccc(-c2n[nH]c(=S)n2/N=C/c2ccc(C)o2)c1,-7%,7%,19%,?,1%,-9%
C=CCSc1ncccc1C(=O)O,-5%,349%[activator],19%,1%,5%,9%
COc1ccc(NC(=O)N[C@@H](Cc2ccccc2)C(=O)NN)cc1,-2%,?,?,4%,-2%,?
Cc1ccccc1CNC(=O)c1ccccc1SCC(=O)NCc1ccco1,.,-5%,-2%,5%,?,?
CCOC(=O)c1c(NC(=O)Nc2cccc(Cl)c2)sc(C)c1C,0%,.,?,-1%,5%,?
COc1ccc(C(=O)O/N=C(\N)Cc2ccc(Cl)c(Cl)c2)cc1OC,6%,17%,22µM*,-8%,-3%,4.1µM*
Cc1n[nH]c(=O)c2c(NC(=O)COC(=O)COc3cccc(Br)c3)oc(C)c12,.,20%,8%,1%,-30%,8%
COc1ccc(S(=O)(=O)NCCSc2ccc(Cl)cc2)cc1OC,1%,-16%,12%,-1%,5%,10%
CCCn1c(N)c(C(=O)CSc2nc3ncc(Cl)cc3[nH]2)c(=O)n(C)c1=O,.,?,-16%,-4%,8%,?
Cc1csc(NC(=O)CSc2ccc(-c3ccc(F)cc3)nn2)n1,2%,-37%[1.15 µM],-27%,-3%,9%,-2%
CSc1ccc(/C=C(/Sc2nnc(-c3ccccc3)o2)C(=O)O)cc1,5%,23%,-25%,-2%,0%,7%
Cc1ccc(C2(c3ccc(C)cc3)NC(=O)N(CC(N)=O)C2=O)cc1,-1%,-24%,-5%,1%,6%,-20%
C/C(CC(=O)Nc1ccc2c(c1)OCCO2)=N\NC(=O)C(=O)Nc1ccccc1C,-3%,37%,10%,8%,.,18%
CC(C)N(C(=O)CSc1nnc(CN2CCCCCC2=O)n1-c1ccccn1)C(C)C,4%,.,-5%,3%,-24%,-5%
O=C(Nc1ccc(NC(=O)c2cccc([N+](=O)[O-])c2)cc1)c1cccc([N+](=O)[O-])c1,11%,-24%,-1%,0%,-28%,?
CCCn1c(SCC(=O)c2cc(OC)ccc2OC)nnc1C(C)C,-6%,-17%,12%,?,?,-9%
Cc1ccc(Sc2nnc(-c3ccccc3)cc2C#N)cc1,7%,.,-6%,-9%,6%,?
CCCC(=O)NC(c1ccc(C(C)C)cc1)c1ccc2cccnc2c1O (configuration not stated),-10%,15µM*,1.8µM*,-8%,9%,1.5µM*

# Molecules above that contain four or more nitrogen atoms (eight):
SMILES,LmPK inhibitor,Pf growth 96h,HCV inhibitor,TbPYK inhibitor,Sm TGR block,Pf growth 48h
C/C(=N\NC(=O)c1c(Br)c(C)nn1C)c1ccc(NC(=O)C(C)Oc2ccc(Cl)cc2C)cc1 (configuration not stated),8%,3%,-6%,-2%,2%,1%
Cc1cccc(-c2n[nH]c(=S)n2/N=C/c2ccc(C)o2)c1,-7%,7%,19%,?,1%,-9%
COc1ccc(NC(=O)N[C@@H](Cc2ccccc2)C(=O)NN)cc1,-2%,?,?,4%,-2%,?
CCCn1c(N)c(C(=O)CSc2nc3ncc(Cl)cc3[nH]2)c(=O)n(C)c1=O,.,?,-16%,-4%,8%,?
Cc1csc(NC(=O)CSc2ccc(-c3ccc(F)cc3)nn2)n1,2%,-37%[1.15 µM],-27%,-3%,9%,-2%
C/C(CC(=O)Nc1ccc2c(c1)OCCO2)=N\NC(=O)C(=O)Nc1ccccc1C,-3%,37%,10%,8%,.,18%
CC(C)N(C(=O)CSc1nnc(CN2CCCCCC2=O)n1-c1ccccn1)C(C)C,4%,.,-5%,3%,-24%,-5%
O=C(Nc1ccc(NC(=O)c2cccc([N+](=O)[O-])c2)cc1)c1cccc([N+](=O)[O-])c1,11%,-24%,-1%,0%,-28%,?

# The list continues:
SMILES,LmPK inhibitor,Pf growth 96h,HCV inhibitor,TbPYK inhibitor,Sm TGR block,Pf growth 48h
Cc1ccc(NC(=O)COc2nc(C)cs2)cc1,2%,-7%,-2%,7%,4%,-4%
CCc1ccc(NC(=O)CCS(=O)(=O)c2ccc(Cl)cc2)cc1,4%,42%[activator],-3%,2%,4%,15%
COc1ccc(-n2nc3c(N4CCC(C(=O)NCC(C)c5ccccc5)CC4)nnc(C)c3c2C)cc1 (configuration not stated),9%,-15%,11µM*,1%,-13%,?
C=CCO/N=C(/CCC)C1=C(N)CC(C)(C)CC1=O,-3%,257%[activator],?,-6%,.,0%
CCOC(=O)N1CCN(c2c(NCc3ccccc3Cl)c(=O)c2=O)CC1,-1%,-9%,-15%,2%,10%,-8%
CCn1c(=O)c(C(=O)NC(C)C)c(O)c2ccccc21,2%,.,?,0%,-2%,?
Cn1cc(CN2CCC(CO)(CCCc3ccccc3)CC2)c(-c2ccccc2)n1,1%,-1%,-16%,3%,3%,-33%
Cc1[nH]c2ccccc2c1C(=O)C(C)OC(=O)c1ccc(Cl)nc1 (configuration not stated),.,-34%,-16%,5%,-17%,?
CN(C)c1ccc(-c2nnc(-c3cccs3)o2)cc1,4%,?,3%,-6%,-2%,337%[activator]
Oc1ccc(/C=N/N=C/c2ccc(O)cc2)cc1,7%,8%,2%,-1%,.,?
CCOC(=O)CSc1nc2cc(C(=O)OC)ccc2c(=O)n1CCN1CCOCC1,-2%,?,-7%,6%,2%,48%[activator]
CCCn1c(NCc2ccco2)nc2ccccc21,0%,.,2%,0%,-1%,-22%
CCOc1ccc(C(=O)NCCn2cc(SCC(=O)Nc3cc(C)on3)c3ccccc32)cc1,6%,.,-28%,-7%,0%,?
Cc1ccnc(NC(=O)C(C)N2C(=O)c3ccccc3C2=O)c1 (configuration not stated),1%,-36%,14%,-4%,6%,-1%
CCOC(=O)COc1ccccc1/C=C1\NC(=O)NC1=O,1%,?,19%,-18%,6%,20%
CN(C)S(=O)(=O)N1CCC(Oc2cccc(C(=O)N3CCCCCCC3)c2)CC1,-5%,-17%,?,2%,9%,?
CCOC(=O)C1(Cc2ccccc2C(F)(F)F)CCN(C(C)CSC)CC1 (configuration not stated),2%,-16%,3%,3%,17%,?
O=C(Nc1ccc(N2CCN(C(=O)c3ccco3)CC2)cc1)c1ccccc1F,0%,?,6%,0%,0%,?
CCOc1ccc(S(=O)(=O)N2CCCC(C(=O)Nc3cccc(C)c3)C2)cc1 (configuration not stated),8%,5%,-7%,3%,5%,?
CCOC(=O)N1CCC(NC(=O)c2ccc(N3CCC4(CC3)OCCO4)c([N+](=O)[O-])c2)CC1,-2%,21%,-4%,0%,-9%,-10%
COc1ccccc1NC(=O)NCCc1ccccc1,3%,33%[activator],7%,1%,3%,?
O=C1/C(=C\c2cccnc2)Sc2ccccc21,-30%,0%,12%,-7%,-14%,-14%
O=C1CC(C(=O)O)S/C(=N\NC(=O)c2ccc(F)cc2)N1 (configuration not stated),-1%,8%,26%,-1%,-5%,-9%
O=C(Cn1c2ccccc2c(=O)c2ccccc21)Nc1cccc(F)c1,-3%,?,-13%,-22%,8%,15µM*
CNc1nc(N)c(C(=O)C23CC4CC(CC(C4)C2)C3)s1,0%,-2%,3%,-2%,.,-6%

# Next part (three carried over from the part before).
SMILES,LmPK inhibitor,Pf growth 96h,HCV inhibitor,TbPYK inhibitor,Sm TGR block,Pf growth 48h
O=C1CC(C(=O)O)S/C(=N\NC(=O)c2ccc(F)cc2)N1 (configuration not stated),-1%,8%,26%,-1%,-5%,-9%
O=C(Cn1c2ccccc2c(=O)c2ccccc21)Nc1cccc(F)c1,-3%,?,-13%,-22%,8%,15µM*
CNc1nc(N)c(C(=O)C23CC4CC(CC(C4)C2)C3)s1,0%,-2%,3%,-2%,.,-6%
CCC(C)c1ccc(O)c(NC(=O)c2ncn[nH]2)c1 (configuration not stated),4%,3.3µM*,?,5%,-1%,10%
O=C(COc1cccc(NC(=O)c2cccc([N+](=O)[O-])c2)c1)c1ccc(F)cc1,1%,?,?,5%,0%,?
CCOC(=O)N1CCN(C(=O)c2ccc(Cl)c(S(=O)(=O)N3CCOCC3)c2)CC1,-6%,-4%,11%,-2%,0%,-2%
O=C(NC1CCCCC1)N1CCCC1,5%,-11%,2%,-5%,?,2%
O=C(CSc1nc2[nH]ncc2c(=O)n1-c1ccccc1)NCc1cccs1,-1%,?,2%,-11%,0%,20%
COCc1cc(C)n(CC(=O)Nc2ccc(N3CCOCC3)c(Cl)c2)c(=O)c1C#N,-3%,0%,1%,0%,0%,-18%
c1cncc(-c2nc(-c3ccc4c(c3)OCO4)cs2)c1,-9%,.,?,-5%,3%,-30%
O=C(CSc1nc2nn(-c3ccccc3)c(=O)c-2c2n1CCCCC2)c1ccc(O)c(O)c1,.,?,?,-3%,1%,9.3µM*
COC(=O)c1ccc(NC(=O)C2CC(=O)N(c3cc(C)ccc3C)C2)cc1 (configuration not stated),0%,?,-12%,-1%,1%,-7%
COc1ccc(NC(=O)COc2ccc(N(C)S(=O)(=O)c3ccc(Cl)cc3)cc2)cc1OC,.,?,0.63µM*,-6%,-5%,?
COc1ccc(CN(C)C(=O)c2cccc(NS(=O)(=O)c3ccccc3)c2)c(OC)c1,-5%,6%,-25%,1%,-9%,5%
Cc1oc2cc(OC(C)C(=O)O)ccc2c(=O)c1Oc1ccccc1 (configuration not stated),10%,.,17%,1%,-21%,22%
CC(CNC(=O)C(=O)NC(C)CCc1ccccc1)Cc1ccccc1 (configuration not stated),1%,0%,-16%,-4%,3%,-12%
Cc1cc(OCC(=O)N(C)c2ccccc2)cc2c1C(=O)CC(C)(C)O2,3%,?,?,2%,-1%,?
Cn1c(SCc2ccccc2)nnc1-c1cccs1,-2%,-9%,10%,-10%,0%,43%[activator]
NC(=O)CSc1cn(Cc2cccc(F)c2)c2ccccc12,4%,?,-1%,2%,-6%,-24%
CC(=O)Nc1ccc(SCC(=O)c2cc(C)ccc2C)cc1,3%,0%,-6%,-5%,-4%,-17%
COc1ccc(C)cc1N(CC(=O)NC1CCCC1)C(=O)Cn1nnc(-c2ccc(C)o2)n1,-5%,-19%,-26%,1%,-29%,-25%
COc1ccccc1/C=C/C(=O)NC(=S)Nc1ccc(S(=O)(=O)N(C)c2ccccc2)cc1,4%,?,24%,-6%,8%,?
CCOc1ccccc1C(=O)NC(C(=O)OCC(=O)Nc1nnc(-c2ccccc2)o1)C(C)C (configuration not stated),0%,?,?,0%,-2%,-10%
Cc1cc(Cl)ccc1NC(=S)NCC(O)c1ccccc1 (configuration not stated),1%,?,-5%,-1%,-23%,-6%
O=C(Nc1cnn(Cc2ccc(F)cc2)c1)c1cnn2c(C(F)F)cc(-c3ccccc3)nc12,3%,?,?,-1%,-19%,?
COCCNC(=O)CSc1nc2cc(OC)c(OC)cc2c(=O)n1CCc1ccc(S(N)(=O)=O)cc1,0%,?,12%,-1%,-12%,-7%
